# DENV2 CPE rescue = protects cells from dengue virus 2 cytopathic effect; DENV2-infected cells, cytopathic effect rescue, plate reader; CPE inhibition, % at 9.99 µM; 350,000 tested, 1.7% active; AID 651640; in the data active = CPE inhibition above about 20%, passing the limit was not always enough; inconclusive = no clear call, values can overlap the other calls; tested in BHK-21 cells;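 note: 0% = median of neutral control wells and 100% = median of positive control wells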
# SIRT5 inh = inhibitors of human sirtuin-5 desuccinylase. Purified SirT5, succinyl-peptide AMC, trypsin-coupled fluorescence. inhibition, % at 15 µM. 330,000 tested, 1.1% active; in the data active = inhibition above about 15%; inconclusive = no clear call, values can overlap the other calls
# Target sequence (Q9NXA8 whole entry, looked up): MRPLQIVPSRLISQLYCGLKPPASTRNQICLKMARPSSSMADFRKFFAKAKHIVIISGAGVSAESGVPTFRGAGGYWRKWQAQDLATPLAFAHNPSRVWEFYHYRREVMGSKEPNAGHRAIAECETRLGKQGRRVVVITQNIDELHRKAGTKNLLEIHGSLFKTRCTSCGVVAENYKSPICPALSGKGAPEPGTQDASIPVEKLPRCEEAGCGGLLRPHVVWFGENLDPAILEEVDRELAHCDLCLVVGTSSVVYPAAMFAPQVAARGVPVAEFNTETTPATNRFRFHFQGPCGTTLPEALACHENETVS
# EWS-Fli block = EWS/Fli transcriptional activity inhibition; A673 NR0B1-luciferase reporter, viability-normalised; inhibition, % at 12.6 µM; 350,000 tested, 0.67% active; AID 651661;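 active = mean inhibition of at least 50% after viability correction, with every replicate also passing that limit; inconclusive = mean reaches 50% but only one of two replicates passes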;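 note: firefly luciferase signal divided by Alamar Blue viability fluorescence both relative to DMSO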
# PAX8 inh HTS = lowers PAX8-driven luciferase in RMG-I cells; RMG-I TPO-luciferase reporter, SteadyGlo, 24 h; AID 652154; 360,000 tested, 1.2% active; inhibition, % at 12.6 µM;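 active = mean replicate inhibition at least 60% with every replicate also reaching 60%; inconclusive = only one of the two criteria is met; inactive = mean below 60% and not all replicates reaching 60%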;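 note: luciferase light reporting Pax8 driven TPO promoter activity; plate controls were median of neutral control wells for no effect and mitoxantrone controls for full effect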
# LGR2 inh = Drosophila LGR2 receptor signaling inhibition; HEK293 LGR2, CRE-luciferase, bursicon-stimulated, 4 h; inhibition, % at 9.99 µM; 380,000 tested, 0.35% active; AID 720647;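 active = drop in luminescence signal, shown as inhibition above about 50% in the replicate tests, limit read from the data, passing the limit was not always enough; inconclusive = probably only some replicates passing the limit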;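 note: agonist challenge used bursicon conditioned medium at about half maximal strength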
# ARNT-TACC3 inh = ARNT/TACC3 interaction disruption; AID 623870; 390,000 tested, 0.66% active; inhibition, % at 9.99 µM; Q9Y6A5; AlphaScreen His-ARNT PAS-B/GST-TACC3 binding, luminescence; TACC3 fragment carries E629A point mutation;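 active = mean inhibition of replicates at least 50% and at least half of replicates each reaching 50%; inconclusive = half or more replicates reach 50% but mean below 50%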;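 note: 0% = complete ARNT plus TACC3 wells and 100% = ARNT alone without TACC3; many hits fall short of the cut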
# Casp6 inh = caspase-6 (human) enzyme inhibition; P55212; purified caspase-6, Z-VEID-R110 cleavage fluorescence; inhibition, % at 12.5 µM; 350,000 tested, 0.53% active; AID 686996;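 active = mean inhibition across replicates at least about 35%, with every replicate also reaching that limit, limit read from the data; inconclusive = only one of the two criteria met; inactive = neither criterion met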;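 note: 0% = median of neutral control wells and 100% = no fluorescence left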
# Target sequence (P55212 24-179 limits assumed): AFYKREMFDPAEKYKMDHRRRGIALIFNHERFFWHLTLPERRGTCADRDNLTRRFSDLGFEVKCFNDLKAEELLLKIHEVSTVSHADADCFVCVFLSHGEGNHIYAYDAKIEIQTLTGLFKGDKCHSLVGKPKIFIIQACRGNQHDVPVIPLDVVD
# Target sequence (P55212 194-293 limits assumed): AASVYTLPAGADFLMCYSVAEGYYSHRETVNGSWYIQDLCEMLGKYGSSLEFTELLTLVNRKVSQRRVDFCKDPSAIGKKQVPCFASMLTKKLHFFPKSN
# Numbers without * were called inactive; ? = inconclusive; / = no result given.
SMILES,DENV2 CPE rescue,SIRT5 inh,EWS-Fli block,PAX8 inh HTS,LGR2 inh,ARNT-TACC3 inh,Casp6 inh
COc1cccc(CN2CC3(CN(C)C3)c3c(n(C)c4cc(OC)ccc34)[C@H]2CO)c1,?,0.1,-11.5,-14.1,4.3,/,-1.6
O=S(=O)(c1ccccc1)N1CCCCN2[C@H](CO)[C@H](c3ccc(C#Cc4ccccn4)cc3)[C@H]2C1,?,0.7,4.2,-2.2,3.7,7.6,-0.3
CC(C)NC(=O)C1Cc2c(-c3ccccc3Oc3ccccc3)ccnc2O1 (stereo not given),-3.0,-14.5,6.8,-4.4,1.0,/,0.3
CCOc1ccc(NC(=S)Nc2cccnc2)cc1,2.3,1.3,-6.4,-2.6,14.2,-0.6,-5.3
COc1cc(/C=N/Nc2nc(Nc3ccccc3)nc(N3CCOCC3)n2)ccc1OC(=O)c1ccco1,-2.1,-2.6,-4.1,-22.5,-32.3,-3.0,-2.5
CC(=O)[C@@]1(O)CCC2C3C=CC4=CC(=O)CC[C@]4(C)C3CC[C@@]21C (stereo not given in full),-2.4,-1.6,-2.8,-9.4,9.3,-0.8,0.2
O=C(NNC(=O)c1ccccc1OCc1ccccc1)c1ccccc1F,1.7,-7.6,-74.5,-33.6,-49.5,2.7,3.3
Cc1ccc(C(=O)NCC(=O)OCC(=O)Nc2cc(S(=O)(=O)N3CCOCC3)ccc2C)cc1,10.0,-1.2,0.1,-1.1,4.0,-2.3,2.8
COc1cccc(/C=C/C(=O)OCC(=O)NCCc2ccccc2)c1,2.6,0.2,6.0,12.3,-3.5,4.8,8.8
Cc1noc(C)c1S(=O)(=O)N(CC(=O)NCCc1ccccc1)c1ccc(C(C)C)cc1,-6.4,-4.0,/,-7.5,-11.7,-4.0,4.6
O=C(Nc1cccc(F)c1)Nc1ccnn1C1CCN(C(=O)c2ccccn2)CC1,-6.0,1.2,-28.0,-71.1,5.5,-6.9,-0.9
N#CC1=C2N=C(N)c3ccccc3N2C2=C(C(=O)CCC2)C1c1ccc(Cl)cc1 (stereo not given),6.2,/,26.3,46.4,-11.6,9.8,11.0
O=C(C[C@H]1CC[C@@H](NC(=O)Nc2ccccc2)[C@H](CO)O1)NCc1cccc(F)c1,1.0,-2.1,1.6,-10.8,6.2,3.0,-1.5
CN(C)S(=O)(=O)c1ccc2c(c1)/C(=C/c1cc3c([nH]1)CCCC3)C(=O)N2,-5.7,0.8,-0.6,-40.8,-15.9,-3.6,-4.6
O=C1/C(=N\S(=O)(=O)c2cccs2)C([n+]2ccccc2)=C([O-])c2ccccc21,0.0,-3.4,-9.5,78.3*,?,-1.6,3.6
O=C(CSCC(=O)N1CCOCC1)Nc1nc(-c2ccccc2)cs1,1.5,-4.6,-35.8,-56.3,2.3,/,0.1
O=C(CSc1nc2ccccc2c(=O)n1-c1ccc(Cl)c(Cl)c1)Nc1ccc2c(c1)CCC2,-9.1,1.5,-26.9,-2.0,/,/,-3.8
Cn1cnc(S(=O)(=O)NC2CCN(Cc3c(F)cccc3Cl)CC2)c1,-5.9,0.8,5.5,7.7,-10.8,-9.0,-0.8
Nc1nc(Nc2cccc(Cl)c2)nc(NCCO)c1[N+](=O)[O-],-2.0,-5.0,-13.9,16.0,-19.8,-1.1,-0.5
Cc1cc(F)ccc1S(=O)(=O)NCC1CC2CCC1C2 (stereo not given),10.2,-4.2,13.1,-4.5,-3.7,-7.3,-3.4

# Gathered by group, those above containing two or more sulfur atoms (2)
SMILES,DENV2 CPE rescue,SIRT5 inh,EWS-Fli block,PAX8 inh HTS,LGR2 inh,ARNT-TACC3 inh,Casp6 inh
O=C1/C(=N\S(=O)(=O)c2cccs2)C([n+]2ccccc2)=C([O-])c2ccccc21,0.0,-3.4,-9.5,78.3*,?,-1.6,3.6
O=C(CSCC(=O)N1CCOCC1)Nc1nc(-c2ccccc2)cs1,1.5,-4.6,-35.8,-56.3,2.3,/,0.1

# Carrying on:
SMILES,DENV2 CPE rescue,SIRT5 inh,EWS-Fli block,PAX8 inh HTS,LGR2 inh,ARNT-TACC3 inh,Casp6 inh
O=C(COc1ccc(Cl)cc1Cl)Nc1ccc(C(=O)Nc2ccccc2C(=O)O)cc1,-3.0,-1.9,-19.0,/,-23.8,-2.8,2.9
Cc1ccc(NC(=O)C2(C)CCN2C2Cc3ccccc3C2)cc1 (stereo not given),-5.9,-1.9,15.1,-13.0,20.5,/,2.2
COc1cc(-c2nc3ccc(C)cn3c2NCc2ccccc2)ccc1-c1cccc(Cl)c1,-10.1,/,2.1,3.2,-14.2,-10.9,-1.8
C[C@@H]1CCCCO[C@H](CN(C)Cc2ccncc2)[C@@H](C)CN([C@@H](C)CO)C(=O)c2cc(NS(=O)(=O)c3cn(C)cn3)ccc2O1,7.5,-1.3,4.5,-10.9,6.5,-10.3,-0.8
CCC(=O)Nc1nnc(S(=O)(=O)N2CCCc3ccccc32)s1,6.1,-5.2,2.9,5.2,7.6,-20.9,-0.4
COc1cc(CN(C(=O)c2cccs2)C2CCS(=O)(=O)C2)cc(OC)c1OC (stereo not given),0.2,-4.1,3.7,-8.5,4.6,0.4,-12.8
O=C(COC(=O)/C=C/c1ccc(F)cc1)NC1CCS(=O)(=O)C1 (stereo not given),18.9,-3.5,2.2,-2.3,-8.6,6.7,3.4
CC(C)C[C@@H](CN)NC(=O)c1nc[nH]c1C(=O)N[C@@H](CC(C)C)C(=O)CNC[C@H](C)NC(=O)c1nc[nH]c1C(=O)N[C@@H](CC(=O)O)C(=O)O,?,/,-2.1,-1.1,-2.7,-7.9,0.7
Cc1cccc(NC(=O)CSc2nnc(CNC(=O)c3ccco3)o2)c1C,-1.8,-1.0,/,7.8,6.1,10.6,2.8
Cc1nc(-c2cccc(N)c2)cs1,-7.5,/,-27.0,-45.4,-28.2,-2.7,-4.4
CCNc1nc2c(c(=O)[nH]c(=O)n2C)n1CCCc1ccccc1,-1.5,3.1,4.1,-0.7,-5.3,4.9,7.3
S=c1[nH]nc(-c2ccc3ccccc3n2)n1Cc1ccccc1,/,/,/,-10.8,-22.2,-9.5,/
Nc1nnc(CC(=O)N/N=C/c2ccccc2OCc2ccccc2F)s1,3.4,-0.6,-4.5,12.0,-16.9,-6.3,3.1
O=C(Nc1ccc2nc3ccccc3nc2c1)c1ccc(Br)cc1,/,/,/,-70.8,-19.8,-1.4,/
COc1ccc(CN2C[C@@H](O)COC[C@H]3O[C@H](CC(=O)NCCN4CCCC4)CC[C@@H]32)cc1,0.5,20.9*,-2.7,-2.2,14.7,6.7,-86.5
C[C@@H]1CCCCO[C@H](CN(C)C(=O)c2ccccc2)[C@@H](C)CN([C@@H](C)CO)C(=O)c2cc(NC(=O)Nc3ccc(C(F)(F)F)cc3)ccc2O1,-12.4,6.4,-6.5,93.7*,-6.5,31.1,0.8
COc1ccccc1NC(=O)NC1(C(=O)N2CCOCC2)CCCCC1,0.4,-2.0,0.0,-0.7,-16.6,0.5,-5.9
COc1ccc(C(=O)NC2CCCCCCC2)cc1OC,2.7,-2.0,-47.2,-17.9,/,1.2,3.3
COc1ccccc1NC(=O)CN(Cc1ccco1)C(=O)c1ccc(=O)[nH]c1,9.9,-4.1,3.1,6.4,2.7,-8.2,-0.2
Cc1ccc(NC(=O)c2oc3ccc(Br)cc3c2C)cc1S(=O)(=O)N1CCOCC1,?,-2.7,0.1,12.3,-4.7,-3.4,-1.0
COC(=O)c1c(C(=O)OC)c(-c2ccc(F)cc2)n2c1CS(=O)(=O)C2,-4.3,-2.6,12.1,-2.8,-1.3,-9.1,-0.2
CN(C)C(=O)C[C@H]1CC[C@H](NC(=O)NC2CCCC2)[C@H](CO)O1,-1.2,-6.4,-7.5,2.7,8.9,0.8,4.7
Cc1ccc(NC(=O)CN(C)C(C)C(=O)N2CC(C)CC(C)C2)cc1 (stereo not given),11.9,3.0,4.7,8.8,-11.6,/,1.1
COc1ccc(NS(=O)(=O)c2ccc(S(=O)(=O)N(C)C)cc2)cc1S(N)(=O)=O,-0.9,0.5,-5.8,1.5,-8.3,-2.4,1.8
COc1ccc(C#Cc2ccc([C@@H]3[C@H](CO)N4CCCCN(C)C[C@@H]34)cc2)cc1,-25.4,3.2,-28.2,-36.3,-47.8,13.5,-2.3
CCCC#Cc1cnc2c(c1)C(=O)N([C@@H](C)CO)C[C@@H](C)[C@H](CN(C)C(=O)CN1CCOCC1)O2,2.0,-7.1,-7.8,/,3.9,-4.9,2.7
O=C(Nc1ccc(F)c(Cl)c1)C1CCN(S(=O)(=O)c2cccnc2)CC1,-6.3,-3.2,-1.6,-15.8,1.1,/,3.8
COc1ccc(-n2ncc3c2CC(C)(C)CC3NC(=O)CSc2ccccn2)cc1 (stereo not given),-1.0,4.3,7.2,2.4,6.7,-0.9,1.1
CC(=O)Nc1c2c(nn1-c1ccccc1C)CSC2,-4.2,-1.5,-0.3,11.3,-16.3,1.4,0.4
COc1ccc(S(=O)(=O)N[C@H]2CC[C@@H](CC(=O)NCCc3ccncc3)O[C@@H]2CO)cc1,11.1,2.2,-2.6,0.7,20.7,-15.3,-0.6
CC(=O)N(C)C[C@@H]1Oc2cc(C#CC(C)(C)O)ccc2S(=O)(=O)N([C@H](C)CO)C[C@H]1C,8.0,-0.1,-9.0,/,-12.5,-6.7,-0.1
CC(=O)Nc1ccc(N(C(=O)c2ccco2)C(C(=O)NC2CCCCC2)c2ccccc2)cc1 (stereo not given),-4.3,-7.1,3.7,9.3,4.7,-1.5,-3.3
CSc1ncnc2c1ncn2CCCNCC1CCCO1 (stereo not given),-3.2,-5.5,5.2,-20.3,-8.3,/,-2.3
CC(=O)Nc1cccc(Oc2nc(C)cc(C)c2C#N)c1,6.2,-1.9,-3.2,4.9,3.1,-4.7,-1.0
CC1CCN(C(=O)COC(=O)C2CCN(S(=O)(=O)c3ccc4c(c3)OCCO4)CC2)CC1,8.8,-2.8,-2.8,-13.4,-30.0,-13.9,2.0
COc1ccc(C#Cc2ccc3c(c2)O[C@H](CN(C)C(=O)NC2CCCCC2)[C@H](C)CN([C@H](C)CO)S3(=O)=O)cc1,-13.9,-6.3,7.7,/,-11.5,-6.6,0.9
CC(=O)N(C)C[C@H]1OCc2ccccc2-c2c(n(C)c3ccccc23)C(=O)N([C@H](C)CO)C[C@H]1C,33.9*,2.8,-3.1,/,-5.2,5.8,-3.4
C[C@@H]1CN([C@H](C)CO)S(=O)(=O)c2ccc(-c3ccc(F)cc3)cc2O[C@H]1CN(C)S(C)(=O)=O,1.8,-0.3,4.3,-14.6,-10.2,0.7,0.7
O=C(CNC(=O)c1ccco1)NNC(=O)c1cccc(Cl)c1,2.7,-1.8,1.9,3.0,4.1,1.4,3.0
COc1ccc2c3c([nH]c2c1)[C@H](CO)N(C(=O)c1ccncc1)CC31CN(C(=O)CC2CC2)C1,7.3,/,-3.9,/,-1.6,/,/
COc1ccccc1NS(=O)(=O)c1cc(NC(=O)CNC(=O)c2ccccc2)ccc1C,-0.8,1.4,-1.0,10.0,31.2,0.8,-1.8
Cn1ncc(Cl)c1C(=O)NCc1ccc2c(c1)OCO2,9.2,-0.9,3.8,-4.4,6.9,-1.8,-1.7
O=C(NNC(=S)NCc1ccccc1)c1ccccc1OC(F)F,?,1.4,7.6,13.0,1.0,-9.6,-3.7
CC(=O)Nc1ccc(CN2CCC2(C)C(=O)NC2CCN(Cc3ccccc3)CC2)cc1 (stereo not given),-2.7,/,-8.3,-3.7,-2.3,/,-29.6
CCOc1ccc(-n2nnc3c(=O)n(C/C=C/c4ccccc4)cnc32)cc1,2.0,-4.0,3.9,-18.3,6.5,-3.2,0.6
C[C@H](NC(N)=O)C(=O)OCC(=O)Nc1ccc(OC(F)F)cc1,-1.1,-2.1,3.5,3.3,19.1,-1.1,0.3
Cc1ccc(NCc2ccc(Cl)nc2)c(NCc2ccc(Cl)nc2)c1,-6.3,-2.1,-2.1,8.0,-13.6,0.4,-2.3

# Reprinted from above for reference:
SMILES,DENV2 CPE rescue,SIRT5 inh,EWS-Fli block,PAX8 inh HTS,LGR2 inh,ARNT-TACC3 inh,Casp6 inh
COc1ccccc1NS(=O)(=O)c1cc(NC(=O)CNC(=O)c2ccccc2)ccc1C,-0.8,1.4,-1.0,10.0,31.2,0.8,-1.8
Cn1ncc(Cl)c1C(=O)NCc1ccc2c(c1)OCO2,9.2,-0.9,3.8,-4.4,6.9,-1.8,-1.7
